Compound activity from PubChem BioAssay.
APOBEC3G inh: blocks human APOBEC3G single-stranded DNA deamination | recombinant A3G, ssDNA deamination FAM/TAMRA fluorescence | 330,000 tested, 0.28% active | inhibition, % at 20 µM | Q9HC16;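 active = inhibition of at least 40% at 20 µM, with no more than 30% in the related APOBEC3A deaminase screen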;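 also: plate controls were DMSO wells with A3G for no effect and wells lacking A3G enzyme for full effect; some compounds called inactive have numbers as strong as hits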
APOBEC3A inh: human APOBEC3A DNA deaminase inhibition; AID 493011; 330,000 tested, 0.41% active; inhibition, % at 20 µM; recombinant A3A, FAM/TAMRA ssDNA deamination fluorescence; P31941;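 active = at least 40% inhibition at 20 µM here, with at most 30% in a related deaminase screen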;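 also: plate controls were A3A with DMSO for no effect and wells lacking A3A enzyme for full effect; some results filed as inactive read as strong as hits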
Target sequence (P31941 whole entry, looked up): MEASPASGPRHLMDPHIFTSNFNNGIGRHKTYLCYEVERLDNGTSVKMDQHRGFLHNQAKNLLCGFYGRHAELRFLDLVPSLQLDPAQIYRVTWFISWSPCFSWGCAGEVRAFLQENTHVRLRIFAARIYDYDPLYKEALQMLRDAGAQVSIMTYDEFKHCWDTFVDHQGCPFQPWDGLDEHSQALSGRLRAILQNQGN
CXCR6 inh: inhibitors of human CXCR6 receptor; O00574; 360,000 tested, 0.36% active; CHO-K1 PathHunter CXCR6 beta-arrestin, luminescence; inhibition, % at 20 µM; in the data active = inhibition above about 34%, passing the limit was not always enough;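 also: antagonist mode with CXCL16 agonist at 10 nM final; 0% = 10 nM CXCL16 with DMSO and 100% = unstimulated wells without agonist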
CCR6 antagonist: antagonists of human CCR6 receptor | P51684 | CHO-K1 CCR6 PathHunter beta-arrestin, luminescence, CCL20-stimulated | inhibition, % at 20 µM | 340,000 tested, 0.49% active | AID 493098;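 active = compounds whose inhibition of the agonist-driven luminescence signal at 20 µM reaches about 50%, limit read from the data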;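 also: cells stimulated with CCL20 at 14 nM final; plate controls were DMSO with CCL20 for no effect and DMSO without agonist for full effect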
Target sequence (P51684 whole entry, looked up): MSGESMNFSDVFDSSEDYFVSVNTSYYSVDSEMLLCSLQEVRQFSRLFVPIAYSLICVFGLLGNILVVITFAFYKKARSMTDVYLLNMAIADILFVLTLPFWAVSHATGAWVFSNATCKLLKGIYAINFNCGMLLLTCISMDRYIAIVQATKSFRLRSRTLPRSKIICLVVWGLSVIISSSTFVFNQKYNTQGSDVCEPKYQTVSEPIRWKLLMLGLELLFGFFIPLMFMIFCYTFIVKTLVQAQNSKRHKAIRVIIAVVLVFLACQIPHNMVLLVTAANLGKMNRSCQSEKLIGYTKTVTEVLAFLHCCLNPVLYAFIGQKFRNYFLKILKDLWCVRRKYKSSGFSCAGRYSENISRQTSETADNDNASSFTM
MPTP block: permeability transition pore inhibition | isolated mouse mitochondria, Ca2+ swelling absorbance, 30 min | 360,000 tested, 1.4% active | inhibition, % at 10 µM;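 active = inhibition of 50% or more, scaled per plate between neutral and stimulator controls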;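 also: 0% = DMSO wells given calcium and 100% = 1 mM EGTA wells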
GRIN3A LBD mod: modulators (binders) of human NR3A ligand-binding domain; Tm shift relative to glycine control, % at 25 µM; 340,000 tested, 2.5% active; NR3A LBD differential scanning fluorimetry, Tm shift; 0% = protein alone, 100% = glycine-bound protein;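 active = melting temperature shift of at least 10% of the positive control shift, at one fixed dose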
EBI2 antag: EBI2 (human) antagonism; P32249; EBI2 beta-arrestin recruitment, luminescence, 7a,25-OHC stimulated; inhibition, % at 5 µM; 360,000 tested, 0.81% active; in the data active = inhibition above about 38%;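 also: enzyme fragment complementation signal reports receptor beta-arrestin coupling in cells; 0% = agonist plus DMSO wells and 100% = wells without agonist; some results beyond the cut were filed as inactive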
Target sequence (P32249 whole entry, looked up, the tested form may be a part): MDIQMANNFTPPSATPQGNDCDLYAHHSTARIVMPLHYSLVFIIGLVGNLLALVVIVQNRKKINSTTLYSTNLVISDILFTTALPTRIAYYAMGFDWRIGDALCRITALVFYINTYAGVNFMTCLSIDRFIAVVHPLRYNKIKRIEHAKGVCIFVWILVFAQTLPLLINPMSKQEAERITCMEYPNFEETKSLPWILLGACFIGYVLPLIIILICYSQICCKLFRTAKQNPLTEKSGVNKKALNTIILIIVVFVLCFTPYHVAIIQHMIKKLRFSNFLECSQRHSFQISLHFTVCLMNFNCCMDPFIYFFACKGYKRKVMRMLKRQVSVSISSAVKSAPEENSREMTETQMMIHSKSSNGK
Gli-Sufu block: antagonists of Gli-Sufu signaling | inhibition, % at 5 µM | 340,000 tested, 0.74% active | Sufu-KO-LIGHT fibroblasts, Gli luciferase reporter luminescence | AID 588413;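 active = inhibition above about 55%, limit read from the data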;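 also: 0% = DMSO-treated cells and 100% = wells with medium but no cells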
The depositor's hits bear a star; . = not tested or not shown.

SMILES	APOBEC3G inh	APOBEC3A inh	CXCR6 inh	CCR6 antagonist	MPTP block	GRIN3A LBD mod	EBI2 antag	Gli-Sufu block
Cc1cc2c(cc1C)NC(=O)CC(c1ccccc1)=N2	.	.	3	9	-0.6	1	-21	-80
O=C(CSc1nnc2c(Cl)cc(Cl)cn12)NC1CCS(=O)(=O)C1 (centres undefined)	-9	0	-5	0	5.6	1	-4	7
CN(C)c1ncc(C(=O)O)cn1	-8	-6	0	-2	-0.2	-1	-6	-1
CCc1ccc(S(=O)(=O)NCCc2csc(C)n2)s1	-5	-3	6	1	1.8	-1	2	-2
Cc1occc1C(=O)Nc1ccc2c(c1)CCC2	-1	-3	4	-2	0.8	11*	-7	-52
COc1cccc2cc(-c3cn4cccc(C)c4n3)c(=O)oc12	-6	-5	-12	14	0.6	1	5	-85
Cc1nnc(SCc2nc3ccccc3s2)n1N	-5	-4	20	7	-0.7	-1	1	-15
COc1ccc(-c2c(C#Cc3ccsc3)c3cc(-c4ccc(C(N)=O)cc4)ccc3n2C)cc1	-2	1	2	6	0.2	-1	-9	8
CCOc1ccc(NS(=O)(=O)c2ccc3[nH]c(=O)oc3c2)cc1	-6	-2	0	14	-1.0	-8	-6	4
C[C@H](NC(=O)[C@H]1N2C(=O)c3ccccc3C2SC1(C)C)C(=O)N1CCC[C@H]1CO (some centres undefined)	-10	-6	6	-3	0.0	-5	9	-1
N#Cc1ccccc1S(=O)(=O)N1CCN(C(=O)C2CC(=O)N(c3ccc4c(c3)OCCO4)C2)CC1 (centres undefined)	-3	10	-8	10	-0.1	-1	7	-4
CN(C)C(=O)CCSc1nnc(-c2ccco2)o1	-8	-6	0	-12	0.6	0	-7	-6
Cc1ccc(S(=O)(=O)N2CCN(c3nn(C)c(=O)n(C)c3=O)CC2)cc1C	-1	-1	-1	10	0.3	-2	12	0
COCCn1nnnc1CN1CCC(NC(=O)c2ccc(Br)cc2)CC1	-1	-1	-4	-6	-0.4	1	-1	4
O=C(CCNC(=O)c1ccccc1)NNC(=O)COc1ccccc1Cl	-7	-3	1	-5	-0.4	1	4	-4
CC(C)CN(CCNC(=O)CN1C(=O)COc2ccc(S(=O)(=O)N3CCC(C)CC3)cc21)CC(C)C	3	0	24	30	0.8	-1	15	12
Cn1c(-c2ccc3c(c2)OCO3)cnc1NCc1ccc(Cl)cc1	-4	0	-12	10	-0.8	1	-2	8
Cc1ccc(NC(=O)c2cc(S(=O)(=O)N3CCOCC3)ccc2F)c(C)c1	-6	-1	2	-9	-1.0	1	6	1
COCC(C)NC(=O)CCSc1nc(-c2ccc(OC)cc2)cc(C(F)(F)F)n1 (centres undefined)	-2	-1	2	-2	-1.7	0	-1	-2
Cc1cc(C)cc(C(=O)NCC(=O)N(C)CCOc2ccccc2)c1	2	3	-5	14	-0.8	0	4	3
O=C(NCCc1ccccc1)c1n[nH]c2ccccc12	0	2	-3	0	2.1	-406	5	-74
CCSc1ccccc1C(=O)NCc1ccc(OC)cc1	-9	-2	0	-4	1.4	1	5	0
Cc1[nH]nc(SCC(=O)N(C)c2ccccc2)c1[N+](=O)[O-]	2	5	4	4	2.1	0	-3	-1
CN(C)c1ccc2c3c(ccc(N(C)C)c13)C(=O)OC2	-1	-2	-2	10	3.2	0	-3	11
c1ccc(-n2nc3c(ccc4cnnc43)[nH]2)cc1	-8	-6	-4	9	-0.2	0	9	-40
COc1ccccc1N1CCN(/N=C/c2cc(OC)c(O)c(OC)c2)CC1	-4	-6	-9	-9	0.3	10	-6	-9
COc1cc(/C=N/NC(=O)c2ccncc2)ccc1OC(=O)c1ccc([N+](=O)[O-])cc1	1	-1	-4	-20	2.5	-2	-4	-10
O=C(NCCCN1CCOCC1)c1sc2ccccc2c1Cl	2	-2	-2	-4	0.3	-2	-7	-12
Cc1ccc(NC(=O)NC(=O)CSc2nnc(-c3ccc(OC(F)F)cc3)n2N)c(C)c1	-10	-2	6	8	1.2	48*	-3	-17
CC(C)Cn1c(N)c(C(=O)COC(=O)C2Cc3ccccc3CN2S(C)(=O)=O)c(=O)n(C)c1=O (centres undefined)	4	8	-2	-4	0.0	-2	-3	56*
Cc1nc(-c2ccccc2O)n(-c2ccccc2)n1	-2	-1	-10	6	-3.7	-2	-2	2
Cn1cc([N+](=O)[O-])cc1-c1nc2ccccc2n1C	-6	-7	5	12	1.7	-1	-1	-6
COCc1cc(C)nc2sc(C(=O)Nc3cccc(OC)c3)c(N)c12	-4	-1	10	0	0.9	2	9	-77
CCN(CC)c1nc(-c2nn[nH]n2)nc(N(CC)CC)n1	0	2	5	-28	0.6	5	3	-1
CCN(CC)S(=O)(=O)c1ccc(C(=O)NNc2nc(-c3ccccc3)c3cc(Br)ccc3n2)cc1	-3	0	18	26	11	-2	16	-15
Cc1cc([N+](=O)[O-])nn1CCCC(=O)Nc1cc(Oc2ccc(F)cc2)cc([N+](=O)[O-])c1	-2	0	4	17	-12	9	4	2
COc1cccc(CC(NC(C)=O)C(=O)NC2CCN(c3c(Cc4ccccc4)c(C)nc4ncnn34)CC2)c1OC (centres undefined)	-2	-5	2	-17	-2.9	-1	-9	1
O=c1c(-c2ccnn2-c2ccc(F)cc2)cnc2n1CCS2	2	2	-4	-10	1.2	0	-5	1
Cc1cccc(NS(=O)(=O)c2ccc(C(=O)NCC3CCCO3)cc2)c1C (centres undefined)	-8	-2	-2	11	-0.7	-1	-3	14
CC(=O)c1ccc(NC(=O)CCNC(=O)c2ccc(Cl)cc2)cc1	-8	-5	3	4	0.3	-3	-3	2
CCc1ccccc1NC(=S)N(Cc1ccc(C(=O)O)cc1)Cc1ccc(OC)c(OC)c1	-7	-5	0	-3	-0.8	4	0	-1
Cn1c2ccccc2c2cc(/C=C(\NC(=O)c3ccccc3)C(=O)O)ccc21	-3	0	-4	10	1.9	3	-4	-32
O=C(NCCNC(=O)c1ccc(Br)o1)c1ccc(Br)o1	-2	-1	-1	2	-0.7	-1	-4	8
Cc1cc(Cl)c2ccc3ccccc3c2n1	37	44	-2	-3	-2.1	1	4	0
CCS(=O)(=O)c1ccc(O)c(NC(=O)/C=C/c2ccccc2)c1	-13	-1	5	-5	-0.2	-17	-8	-23

A draw from above in order of molecular weight, highest first:
SMILES	APOBEC3G inh	APOBEC3A inh	CXCR6 inh	CCR6 antagonist	MPTP block	GRIN3A LBD mod	EBI2 antag	Gli-Sufu block
COc1cccc(CC(NC(C)=O)C(=O)NC2CCN(c3c(Cc4ccccc4)c(C)nc4ncnn34)CC2)c1OC (centres undefined)	-2	-5	2	-17	-2.9	-1	-9	1
O=C(NCCNC(=O)c1ccc(Br)o1)c1ccc(Br)o1	-2	-1	-1	2	-0.7	-1	-4	8
Cc1cccc(NS(=O)(=O)c2ccc(C(=O)NCC3CCCO3)cc2)c1C (centres undefined)	-8	-2	-2	11	-0.7	-1	-3	14
Cn1c2ccccc2c2cc(/C=C(\NC(=O)c3ccccc3)C(=O)O)ccc21	-3	0	-4	10	1.9	3	-4	-32
O=c1c(-c2ccnn2-c2ccc(F)cc2)cnc2n1CCS2	2	2	-4	-10	1.2	0	-5	1
Cc1cc(Cl)c2ccc3ccccc3c2n1	37	44	-2	-3	-2.1	1	4	0

Next part:
SMILES	APOBEC3G inh	APOBEC3A inh	CXCR6 inh	CCR6 antagonist	MPTP block	GRIN3A LBD mod	EBI2 antag	Gli-Sufu block
CCCCn1c(SCC(=O)N2CCc3ccccc32)nnc1-c1ccncc1	-1	5	-6	18	1.5	-1	0	-8
O=C(Cn1cnc2ccccc21)N/N=C/c1ccc([N+](=O)[O-])cc1	-7	-3	-10	-9	-0.4	0	0	-1
CCN(CC)S(=O)(=O)c1ccc(N2CCCCC2)c(NC(=O)/C=C/c2cc(OC)c(OC)c(OC)c2)c1	-6	3	0	5	1.9	3	9	42
Cn1c(=O)c(NCCO)c2c3c(cccc31)C(=O)c1ccccc1-2	-323	-181	-17	3	-3.4	-386	-5	-2
Cc1cc(N)ccc1NC(=O)c1ccccc1	-2	6	-16	-2	-1.3	-2	6	-1
CCOc1ccc(C2=Nc3ccc(Br)cc3C(c3ccc(N4CCOCC4)cc3)=NN2)cc1	-5	-6	1	2	1.5	-3	19	-19
CN(CC(=O)Nc1ccc(N2CCOCC2)cc1)CC(=O)Nc1ccc(C(F)(F)F)cc1	-8	7	-5	-19	-0.1	-5	4	-1
CCOC(=O)Nc1ccc(N2CCOCC2)c(S(=O)(=O)Nc2ccc(Cl)cc2)c1	-1	-1	2	-3	0.9	-5	9	-15
COc1ccccc1NC(=O)CSc1nc2ccccc2c(=O)n1CC1CCCO1 (centres undefined)	-4	2	-2	21	-0.9	1	-6	-6
CC(=O)Nc1ccc(N2CCN(Cc3ccccc3F)CC2)cc1	-1	0	14	10	0.1	-1	-1	7
COc1cccc(Nc2ncnc3ccccc23)c1	-7	0	4	8	-2.4	1	-11	-42
O=C(CC(n1cncn1)C(Cl)(Cl)Cl)c1ccc([N+](=O)[O-])cc1 (centres undefined)	-3	0	-14	-5	-0.2	0	7	2
Cc1cc(C)c(-c2csc(NC(=O)CCCc3nc4ccccc4c(=O)[nH]3)n2)c(C)c1	2	14	-1	10	-0.9	-5	14	44
Cc1cccc(-n2ccnc2SCC(=O)O)c1C	0	0	-1	-8	-1.1	-1	-7	.
NS(=O)(=O)c1cccc(NC(=O)COC(=O)c2ccccc2SCC(=O)N2CCCC2)c1	-4	0	-6	0	-0.8	0	-1	12
COc1cc(C)ccc1OCCOCCOc1cccc2ccc(C)nc12	-1	2	0	1	0.6	-4	-13	21
CNC(=S)N/N=C/c1ccc(N2CCOCC2)s1	-7	2	4	3	0.1	-1	11	-3
Cc1ccc(-c2nc(CN(Cc3c(C)nn(C)c3C)C(C)C)c(C)o2)o1	-6	-1	-5	16	-0.7	-5	-21	-7
O=C(CN1C(=O)C(=O)N(C2CCCC2)C1=O)Nc1ccc(Cl)cc1C(F)(F)F	-8	-2	6	-4	-2.3	-1	-2	3
O=C1CC(c2cccnc2)c2cc3c(cc2N1)OCO3 (centres undefined)	-7	-4	2	8	-0.8	-1	-9	3
CCOC(=O)C(Oc1ccc2c(-c3ccccc3)cc(=O)oc2c1)c1ccccc1 (centres undefined)	0	0	9	24	1.1	11*	26	29
Cc1ccc(NCc2nnc(SCC(=O)Nc3cccc(O)c3)n2CC2CCCO2)c(C)c1 (centres undefined)	-9	-3	3	12	0.3	-2	7	1
CCOC(=O)c1nc(Nc2ccc(N3CCOCC3)cc2)c2ccccc2n1	-4	-3	-6	-1	-1.1	-2	4	6
COc1cccc(NC(=S)N(CCc2c(C)[nH]c3ccccc23)Cc2cccs2)c1	-10	-6	12	10	0.9	-1	17	1
Cc1ccccc1CSc1nnc2ccc(-c3ccncc3)nn12	-9	-6	1	12	0.8	-1	-10	-2
Cc1ccc(NC(=O)c2ccc(OCC3CCCO3)cc2)cc1 (centres undefined)	-4	16	-4	6	0.7	-2	27	-91
CC(=O)c1ccccc1NC(=O)CC1(CC(=O)O)CCCCC1	-8	2	2	11	-3.3	-2	-13	0
CCCCNC(=S)NNC(=O)c1cc(C2CC2)nc2ccccc12	-8	-7	22	8	-1.5	-4	10	-3
Cc1cccc(-n2c(=O)[nH]c3c(C(N)=O)nc(C(C)C)nc32)c1	4	2	-3	-5	-0.1	-6	-9	-2
COc1cccc(C2Nc3cc(Cl)c(S(N)(=O)=O)cc3S(=O)(=O)N2)c1 (centres undefined)	1	3	0	-4	-2.5	11*	-6	-4
Cc1ccc(-c2csc3ncnc(Sc4nnc(CN5CCCCCC5=O)o4)c23)cc1	-5	-1	20	28	3.4	-2	20	20
O=C(NCc1ccccc1F)c1ccc(S(=O)(=O)Nc2cccc(C(F)(F)F)c2)cc1	0	-2	-7	0	6.8	27*	5	0
Cc1ccc(NNC(=O)c2ccno2)cc1C	42*	-4	10	26	0.9	1	16	-7
CCCCNC(=O)CN1C(=O)NC2(CCCc3ccccc32)C1=O (centres undefined)	-7	-2	1	5	0.0	0	-15	0
